# High-throughput results (PubChem)
# Hsp70 act: switches on Hsp70 transcription; activation, % at 10 µM; AID 1203; hit rate 0.04% among 200,000; HeLa Hsp70 promoter luciferase reporter, luminescence; scaled: vehicle 0, proteasome-inhibitor control 100%;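 active = activation above the mean across all tested compounds plus 3 SD, cutoff set per campaign, cut at about 5.5% in these data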;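 also: 100% = MG132 at 30 µM as the positive control and 0% = DMSO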
# APP transl inh: APP translation inhibition. SH-SY5Y APP 5'UTR-luciferase reporter, luminescence. AID 1285. hit rate 0.82% among 190,000. inhibition, % at 2 µM;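 active = inhibition above a set limit, derived from the sample mean plus 3 SD, cut at about 45% in these data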; also: values of inactives mirror those of a sister screen read the other way
# APP 5'UTR act: APP 5'UTR luciferase reporter activation. SH-SY5Y APP 5'UTR luciferase reporter, luminescence; zero percent = DMSO vehicle wells. hit rate 1% among 190,000. activation, % at 2 µM. AID 1276;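 active = activation above a set limit, based on mean plus 3 SD of controls, cut at about 140% in these data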; also: values of inactives mirror those of a sister screen read the other way
# STAT1 activator: activators of IFN-gamma induced STAT1 signaling; activation (% of control), % at 5.5 µM; NIH 3T3 STAT1-luciferase reporter, luminescence; 100% = IFN-gamma alone, no compound; hit rate 2.6% among 200,000;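 active = activation above the screen-wide mean activation plus 3 SD, cut at about 130% in these data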;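 also: raw ratio to IFN-gamma control signal so 100% means no change and 0% no light; values of inactives mirror those of a sister screen read the other way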
# Efa HMGR inh: inhibitors of class II HMG-CoA reductase from Enterococcus faecalis | inhibition, % at 10 µM | AID 1066 | hit rate 0.41% among 190,000 | purified E. faecalis HMGR, NADPH absorbance 340 nm kinetic;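 active = inhibition above a set limit, the median over all tested compounds plus 3 SD, cut at about 9.5% in these data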;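 also: enzyme runs in reverse so mevalonate oxidation gives rising NADPH absorbance; 0% = complete reaction with DMSO and 100% = background rate lacking mevalonate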
# Redox H2O2 prof: compounds producing H2O2 with reducing agent – biochemical, NIH compound library profiling, artefact control for MLSCN library redox annotation, primary screen; hit rate 0.03% among 200,000; AID 878; activation, % at 10 µM; DTT-dependent redox cycling H2O2, phenol red/HRP absorbance; 100% = 100 µM peroxide control, 0% = buffer;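 active = activation of at least 50% relative to the plate's high and low controls in the primary single-dose screen; inactive = activation below 50%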;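 also: compound incubated with DTT at 0.8 mM final as the reducing agent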
# NF-kB neuron act: raises NF-kB expression in human neuronal cells | fold change at 12.5 µM | AID 1239 | hit rate 1.6% among 190,000 | NF-kB reporter expression; active compounds read high; in the data active = fold change above about 3.3
# FLuc inh counter: Photinus pyralis luciferase inhibition counter-screen; AID 1006; inhibition, % at 10 µM; P08659; hit rate 1.5% among 200,000; ATPLite firefly luciferase biochemical luminescence, 10 min;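 active = inhibition above about 50% when tested at 10 µM, limit read from the data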
# Target sequence (P08659 whole entry, looked up): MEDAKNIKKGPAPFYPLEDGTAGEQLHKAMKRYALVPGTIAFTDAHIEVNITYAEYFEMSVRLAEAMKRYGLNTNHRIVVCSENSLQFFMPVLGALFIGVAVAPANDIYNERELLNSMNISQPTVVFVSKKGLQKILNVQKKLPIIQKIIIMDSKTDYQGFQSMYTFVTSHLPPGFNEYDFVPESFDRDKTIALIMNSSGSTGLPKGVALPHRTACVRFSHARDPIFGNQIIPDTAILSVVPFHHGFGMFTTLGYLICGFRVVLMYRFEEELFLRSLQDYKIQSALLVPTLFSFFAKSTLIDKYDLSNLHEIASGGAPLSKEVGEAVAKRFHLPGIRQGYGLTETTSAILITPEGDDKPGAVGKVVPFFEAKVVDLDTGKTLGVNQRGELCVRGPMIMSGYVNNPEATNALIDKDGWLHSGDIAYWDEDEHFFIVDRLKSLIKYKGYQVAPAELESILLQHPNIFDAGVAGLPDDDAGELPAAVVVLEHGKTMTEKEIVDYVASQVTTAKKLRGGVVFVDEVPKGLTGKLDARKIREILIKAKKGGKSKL
# FLuc stim CS: firefly luciferase counter-screen for stimulation assays. activation factor at 10 µM. ATPlite luciferase biochemical, luminescence, 10 min; 0 = ATP-free wells, 1 = DMSO control. P08659. 200,000 tested, under 10 active;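 active = luciferase activation factor, scaled between plate controls, of at least 2 with compound at 10 µM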
#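 System: Luciferase/luciferin detection reagent, cell-free biochemical luciferase assay | Medium: PBS buffer for ATP | Dosing: Test compounds dosed from 2 mM stocks in 100% DMSO | Timing: 10 min at ambient temperature | Signal: Luminescence measurement of luciferase light output | Evaluation: Luciferase activation, seen as luminescence increase over controls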
# G6PDH CS: counter-screen for G6PDH assay hits: L. mesenteroides G6PDH inhibition; Purified L. mesenteroides G6PDH, diaphorase/resazurin coupled fluorescence, 45 min; inhibition, % at 5 µM; hit rate 0.12% among 200,000; AID 1020; in the data active = inhibition above about 50%
# Numbers without * were called inactive; nt = not tested or not shown.
SMILES,Hsp70 act,APP transl inh,APP 5'UTR act,STAT1 activator,Efa HMGR inh,Redox H2O2 prof,NF-kB neuron act,FLuc inh counter,FLuc stim CS,G6PDH CS
CC[n+]1ccccc1/C=C/Nc1ccccc1,-0.1,-1,1,100,-5,-0.6,1.2,0,1,0
Cc1cccc(OCCNc2nc3c(c(=O)n(C)c(=O)n3C)n2C)c1,0.0,-1,1,102,0,0.3,1.3,5,0.9,10
CS(=O)(=O)N(CC(=O)O)c1cccc(Cl)c1,-0.2,-32,32,100,1,3.2,1.2,-6,1.1,-10
CS(=O)(=O)N(CC(=O)NCCSc1ccccc1)c1ccc2c(c1)OCO2,0.7,-7,7,100,-4,-0.7,1.4,-5,1,1
CC(=O)c1cccc(NC(=S)N2CCN(CCN3C(=O)c4cccc5cccc(c45)C3=O)CC2)c1,-0.2,-3,3,101,-3,-0.9,1.4,-6,1.1,-4
CN(Cc1nc2ccccc2n1C)S(C)(=O)=O,-0.3,-19,19,100,3,1.0,1.2,-3,1,11
COc1cccc(C2NC(=O)NC(C)=C2C(=O)Nc2cc(OC)ccc2OC)c1 (stereo unspecified),-0.3,-6,6,95,-11,1.7,1.1,-6,1.1,8
O=c1c2ccccc2[nH]c(=S)n1CCC1=CCCCC1,-0.3,nt,nt,101,5,0.0,3.1,-6,1.1,-11
CCOc1cc(/C=N/NC(=O)c2ccc(O)cc2)ccc1Oc1nc(Cl)ncc1F,0.1,-17,17,98,-5,-1.2,1,-4,1,-8
Cn1c(SCC2CCCO2)nnc1-c1ccncc1 (stereo unspecified),0.4,1,-1,104,0,2.7,1.2,-4,1,6
CN(CC1CCCO1)S(=O)(=O)c1ccc(C(=O)N2CCN(c3ccccc3)CC2)cc1 (stereo unspecified),0.2,3,-3,101,0,-0.8,1.1,-5,1,-1
COc1ccc(C2CC(c3cccs3)=NN2C(=O)CSc2nncn2C)cc1OC (stereo unspecified),0.0,-13,13,93,2,-2.7,1.6,-6,1.1,4
O=C(CN1CCC(NC(=O)c2ccccc2)CC1)NCc1ccccc1F,-0.2,-3,3,98,1,0.4,1.4,-4,1,6
CC(Oc1ccc(Cl)cc1)c1ccnc(N)n1 (stereo unspecified),-0.3,14,-14,100,0,-0.5,1.1,-3,1,17
COc1ccc2c(c1)[nH]c1c(=O)n(/N=C/c3ccc(OC)c(COc4ccccn4)c3)cnc12,-0.1,19,-19,106,-3,-0.6,1.1,-7,1.1,-8
S=C(Nc1ccccc1)Nc1nc2ccccc2n1CCOc1ccc(Br)cc1,-0.3,-10,11,93,1,0.8,1.1,-8,1.1,-1
CN(C)/C=C/C(=O)c1ccc(C(F)(F)F)cc1F,-0.2,-18,18,104,-2,-1.4,1.2,-1,1,5
Cc1nc2ccc(S(=O)(=O)NC(C(=O)Nc3nccs3)C(C)C)cc2s1 (stereo unspecified),-0.3,3,-3,99,0,0.1,1.1,0,1,22
NNc1nc2c(Cl)c(Cl)ccc2s1,-0.4,-24,24,101,0,0.4,1,-9,1.1,15
C/C(Cc1ccccc1)=N\NC(=O)c1cccnc1,-0.3,1,-1,97,-1,-0.1,1.1,-7,1.1,-10

# Random excerpt: 3 compounds from above.
SMILES,Hsp70 act,APP transl inh,APP 5'UTR act,STAT1 activator,Efa HMGR inh,Redox H2O2 prof,NF-kB neuron act,FLuc inh counter,FLuc stim CS,G6PDH CS
O=C(CN1CCC(NC(=O)c2ccccc2)CC1)NCc1ccccc1F,-0.2,-3,3,98,1,0.4,1.4,-4,1,6
CS(=O)(=O)N(CC(=O)NCCSc1ccccc1)c1ccc2c(c1)OCO2,0.7,-7,7,100,-4,-0.7,1.4,-5,1,1
COc1ccc2c(c1)[nH]c1c(=O)n(/N=C/c3ccc(OC)c(COc4ccccn4)c3)cnc12,-0.1,19,-19,106,-3,-0.6,1.1,-7,1.1,-8

# (continued)
SMILES,Hsp70 act,APP transl inh,APP 5'UTR act,STAT1 activator,Efa HMGR inh,Redox H2O2 prof,NF-kB neuron act,FLuc inh counter,FLuc stim CS,G6PDH CS
CCOC(=O)CSC1=C(C#N)C(=O)NC(c2ccc(OC)c(OC)c2)S1 (stereo unspecified),-0.2,-24,24,105,0,0.6,1.1,-5,1,-1
Cc1cc(C(=O)CN2CC(C)OC(C)C2)c(C)n1-c1ccccc1 (stereo unspecified),-0.2,-23,23,111,-7,-1.2,1.2,4,1,-11
CC(=O)Nc1ccc(S(=O)(=O)N2CCN(C(=O)N3CCOCC3)CC2)cc1,0.0,11,-11,100,0,0.6,1,-10,1.1,17
O=C(CSc1nc(-c2ccccc2)cc(=O)[nH]1)NCc1ccc2c(c1)OCO2,-0.3,9,-9,101,0,-0.7,1.1,-2,1,-4
COCCN(C(C)=O)c1nnc(-c2cnccn2)s1,0.0,21,-21,100,-2,0.7,1.3,-3,1,13
COc1ccc(-c2ccc(/C=C(\NC(=O)c3ccccc3)C(=O)N3CCOCC3)o2)cc1,-0.2,28,-28,74,-4,-0.5,1.2,2,1,10
COc1ccc(-n2cnnc2SCC(=O)Nc2ccc(N3CCOCC3)cc2)cc1,-0.3,4,-4,97,-2,1.1,0.93,-3,1,2
COc1ccccc1Nc1nc(N)nc(CSc2nncn2C)n1,0.1,4,-4,95,-4,0.0,0.84,-3,1,1
O=C(/C=C/c1ccco1)NC(=S)Nc1cc(-c2nc3ccccc3s2)ccc1Cl,-0.2,-53,53,109,-6,0.3,1.7,4,1,-5
O=C(CNC(=S)N(Cc1ccccc1)Cc1cccnc1)NC1CC1,-0.2,nt,nt,97,2,-0.5,1.1,-10,1.1,-12
CN1CCN(Cn2cc(/C=C/C(=O)c3ccccc3)c3ccccc32)CC1,0.3,-165,165*,131*,1,-0.7,13*,11,0.9,-7
O=C(O)c1cccc(Nc2nc(N3CCOCC3)nc(N3CCOCC3)n2)c1,-0.2,-6,6,97,-2,1.7,0.93,-6,1.1,4
O=c1cc(O)nc(SCc2ccccc2)n1-c1ccc(Cl)cc1,0.1,-11,11,100,5,0.3,0.96,3,1,-2
COc1ccc(/C(N)=N/OC(=O)c2cccc([N+](=O)[O-])c2)cc1,-0.1,-11,11,103,-2,-0.1,2.1,13,0.9,0
Cc1cc(=O)oc(C)c1C(=O)NCCCN1CCN(c2ccccc2F)CC1,-0.1,4,-4,100,-9,-0.1,1.1,-3,1,-6
Cc1nn(-c2ccc(F)cc2)c2nc(N)c(C#N)c(-c3cccs3)c12,-0.4,-3,3,101,-2,2.8,1.1,-5,1.1,-40
COC(=O)c1[nH]c2ccc(C)cc2c1NC(=O)C1=COCCO1,-0.1,-4,4,106,3,-3.9,1.2,-4,1,-1
O=c1c2ccccc2nc2n1C(CSc1ccc(F)cc1)CS2 (stereo unspecified),0.3,-11,11,93,-1,-0.5,1,-6,1.1,-3
CCCCn1c(=N)n(CC(=O)c2ccco2)c2ccccc21,-0.4,0,0,95,0,-3.9,0.83,-6,1.1,-6
Clc1ccc(Nc2ccc(-n3ccnc3)nn2)cc1Cl,0.1,-14,14,104,0,-3.8,0.92,-3,1,2
C=CCOC(=O)/C(=C\c1cccc2ccccc12)NC(=O)c1ccccc1,0.3,-18,18,136*,-3,-4.9,2,-2,1,-2
Cc1nccn1CCCNCc1c(C(=O)N2CCCCCCC2)nc2ccc(Cl)cn12,0.2,-16,16,100,-4,-1.8,0.85,-9,1.1,8
CCOc1ccc2nc(SCC(=O)c3ccc(C)s3)sc2c1,-0.1,0,0,92,0,0.0,1.2,-3,1,3
O=C1Cc2ccccc2C(=O)N1Cc1ccccc1,0.0,3,-3,97,-6,4.0,1.1,-9,1.1,4
COC(=O)Nc1ccc(Cn2cc(C(F)(F)F)ccc2=O)cc1,-0.4,-19,19,88,-6,-2.5,1.1,-4,1,3
COc1ccccc1NC(=O)CSc1nc(O)cc(=O)[nH]1,-0.7,-1,1,93,0,11,1.4,-5,1.1,-7
O=C(c1cc2ccccc2o1)n1nnc2ccccc21,0.1,-1,1,112,-4,9.9,1,-4,1,1
O=C(Nc1ccc(Cl)c([N+](=O)[O-])c1)C(Sc1ccccc1)c1ccccc1 (stereo unspecified),-0.3,-4,3,104,0,-0.1,0.45,-2,1,22
CCC(c1nnnn1Cc1ccc2c(c1)OCO2)N1CCN(c2ccccc2)CC1 (stereo unspecified),0.2,-4,4,96,-3,-0.8,0.99,-1,1,9
COc1cc(C(=O)Nc2nncs2)cc(OC)c1OC,-0.3,14,-14,105,1,-0.2,1.1,-4,1,5
CCOC(=O)c1nnn(-c2nc(OC)nc(N3CCCC3)n2)c1-c1ccccc1,-0.2,5,-5,97,0,-0.1,0.82,-7,1.1,-2
O=C(CCN1CCOCC1)c1ccc(Br)cc1,-0.3,12,-12,95,-1,0.1,0.83,-4,1,4
N#Cc1ccccc1OCC(=O)N1CCc2ccccc2C1,-0.3,-22,22,104,1,-0.3,1.1,-1,1,6
Cc1cc(C)n(C(=O)c2c([N+](=O)[O-])cnn2C)n1,-0.2,-13,13,102,7,-0.9,1.3,-4,1,0
CS(=O)(=O)Nc1ccccc1C(=O)c1ccccc1,-0.2,24,-25,95,-1,-0.9,0.96,-5,1.1,-6
COC(=O)c1sc2nc(-c3ccccc3)c3c(c2c1N)CCCC3,-0.3,-8,7,105,2,2.1,1.4,-3,1,6
CN1CCN(C2CC(=O)N(Cc3ccc(N4CCCC4=O)cc3)C2=O)CC1 (stereo unspecified),-0.3,11,-11,93,2,1.6,1.5,-8,1.1,2
Cc1nnsc1NC(=O)OCCCl,-0.4,2,-2,100,0,2.5,1.1,1,1,-6
O=C1CCc2cc(S(=O)(=O)N3CCC(C(=O)NC4CCCc5ccccc54)CC3)ccc2N1 (stereo unspecified),-0.2,-3,3,96,3,-3.6,0.99,-6,1.1,3
COc1ccc(OC)c(C(=O)c2coc3ccc(O)cc23)c1,0.0,2,-2,103,-7,1.2,1.1,-1,1,9
O=C(CCCCCNC(=S)Nc1ccc(Cl)cc1)C[N+](=O)[O-],0.0,-14,14,95,2,-2.2,1.1,-8,1.1,4
Cc1nc2n(n1)C(O)c1cc([N+](=O)[O-])ccc1S2 (stereo unspecified),-0.1,-4,4,107,-6,-0.4,1.4,-3,1,-3
O=C(O)CSCC(=O)NCc1ccccc1,0.5,9,-9,98,-6,0.1,1.3,-4,1,1
CC(=O)c1ccc(OC(=O)c2cccs2)cc1,0.2,11,-11,99,-6,0.3,1.2,14,0.9,-23
O=S(=O)(Nc1ccc2c(c1)OCCO2)c1ccc2oc3ccccc3c2c1,-0.1,-8,7,92,-3,0.1,1.1,-4,1,-1
Cc1nc2ccccc2cc1C(=O)O,-0.4,8,-8,99,-4,0.3,1.1,0,1,-6
Cn1cccc1C(C(=O)NC1CCCCC1)N(C(=O)Cc1cccs1)C1CC1 (stereo unspecified),0.0,-1,1,102,-1,1.8,1.2,-8,1.1,2
COc1ccc(N2C(=O)CC(SCC(=O)O)C2=O)cc1 (stereo unspecified),-0.3,-13,13,100,-7,1.3,1.2,-2,1,2
O=[N+]([O-])c1cccc(S(=O)(=O)NCC2CCCO2)c1 (stereo unspecified),-0.3,-9,9,101,-2,0.1,1.1,2,1,-6
C=C(C)c1cccc(C(C)(C)NC(=O)N2CCN(c3ncccn3)CC2)c1,-0.5,-15,15,89,nt,2.6,nt,nt,nt,nt
O=C(/C=C/NNC(=O)c1ccccc1)c1ccccc1,0.2,-4,4,121,-3,-12,1.1,-1,1,8

# An unsorted share of the library (roughly 5.3% active in at least one column).
